# Screens deposited in PubChem by Sanford-Burnham Center for Chemical Genomics.
# MIN6 prolif = induces beta-cell replication in MIN6 cells | AID 2380 | MIN6 cells proliferation, ATPlite luminescence, 48 h; cells starved in 0.2% serum; 100% = growth in 10% serum | proliferation, % at 10 µM | hit rate 0.29% among 330,000;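 active = compounds whose signal lies at least 3.5 SD above the mean of all wells on their plate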;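 note: 0% = DMSO-treated cells in low-serum medium and 100% = 10% serum control; some compounds called inactive have numbers as strong as hits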
# A3A deaminase = blocks human APOBEC3A ssDNA deamination; P31941; recombinant A3A, FAM/TAMRA ssDNA deamination fluorescence; inhibition, % at 20 µM; hit rate 0.41% among 330,000; AID 493011;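 active = at least 40% inhibition at 20 µM here, with at most 30% in a related deaminase screen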;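 note: plate controls were A3A with DMSO for no effect and wells lacking A3A enzyme for full effect; some results filed as inactive read as strong as hits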
# Target sequence (P31941 whole entry, looked up): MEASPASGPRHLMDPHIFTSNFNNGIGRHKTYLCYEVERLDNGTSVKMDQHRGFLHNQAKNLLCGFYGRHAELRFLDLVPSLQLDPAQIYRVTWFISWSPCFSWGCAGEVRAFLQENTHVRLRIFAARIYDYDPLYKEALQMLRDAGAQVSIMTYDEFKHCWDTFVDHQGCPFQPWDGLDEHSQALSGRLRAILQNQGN
# hIAP block = blocks human intestinal alkaline phosphatase; purified IAP, CDP-Star luminescence, 30 min; inhibition, % at 10 µM; hit rate 0.12% among 330,000;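 active = inhibition reaching a set limit with compound at 10 µM in the primary screen, cut at about 35% in these data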;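 note: plate controls were DMSO wells with enzyme for no effect and no-enzyme buffer wells for full effect; values of inactives mirror those of a sister screen read the other way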
# Target sequence (P09923 whole entry, looked up): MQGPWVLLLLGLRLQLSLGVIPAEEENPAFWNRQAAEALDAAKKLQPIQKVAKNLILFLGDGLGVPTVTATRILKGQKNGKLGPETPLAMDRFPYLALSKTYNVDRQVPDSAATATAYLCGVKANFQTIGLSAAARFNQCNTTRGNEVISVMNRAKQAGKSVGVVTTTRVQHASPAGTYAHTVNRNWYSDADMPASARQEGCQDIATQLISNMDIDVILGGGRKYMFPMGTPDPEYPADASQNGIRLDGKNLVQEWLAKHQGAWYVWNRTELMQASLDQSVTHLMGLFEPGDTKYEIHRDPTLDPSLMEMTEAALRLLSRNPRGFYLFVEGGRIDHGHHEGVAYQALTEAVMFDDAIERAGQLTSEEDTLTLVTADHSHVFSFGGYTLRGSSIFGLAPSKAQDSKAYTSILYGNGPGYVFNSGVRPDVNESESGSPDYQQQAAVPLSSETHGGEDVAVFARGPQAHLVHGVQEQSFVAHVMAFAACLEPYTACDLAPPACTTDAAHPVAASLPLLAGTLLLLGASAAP
# hIAP act = increases human intestinal alkaline phosphatase activity; P09923; purified human IAP, CDP-Star luminescence, 30 min; hits give high values; 1 = vehicle-only enzyme, 0 = enzyme-free background; activation factor at 10 µM; hit rate 0.16% among 330,000; AID 2524;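 active = activation factor of the enzyme at least 2-fold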; note: the source names both 10 and 20 µM as test concentration; values of inactives mirror those of a sister screen read the other way
# NLRP3 yeast inh = blocks the NALP3 inflammasome reconstituted in yeast | inhibition, % at 10 µM | hit rate 0.39% among 330,000 | Yeast reconstituted NLRP3/ASC/caspase-1, beta-gal luminescence, 24 h;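 active = inhibition of 50% or more; inactive = inhibition below 50%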;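 note: plate controls were induced DMSO wells for no effect and uninduced yeast grown without galactose for full effect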
# mIAP inh = blocks mouse intestinal alkaline phosphatase; purified mouse IAP, CDP-Star luminescence, 30 min; inhibition, % at 10 µM; hit rate 0.2% among 330,000;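 active = inhibition of at least 40% at 10 µM in the primary screen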;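 note: plate controls were DMSO with enzyme for no effect and no enzyme wells for full effect; values of inactives mirror those of a sister screen read the other way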
# A3G deaminase = APOBEC3G (human) deaminase inhibition. inhibition, % at 20 µM. recombinant A3G, ssDNA deamination FAM/TAMRA fluorescence. AID 493012. hit rate 0.28% among 330,000;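 active = inhibition of at least 40% at 20 µM, with no more than 30% in the related APOBEC3A deaminase screen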;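 note: plate controls were DMSO wells with A3G for no effect and wells lacking A3G enzyme for full effect; some compounds called inactive have numbers as strong as hits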
# mIAP act = mouse IAP activation. hit rate 0.24% among 330,000. activation factor at 10 µM. muIAP, CDP-Star luminescence, 30 min; hits give high values; 1 = vehicle-only enzyme signal, 0 = enzyme-free wells;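 active = activation factor of at least 2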; note: the source names both 10 and 20 µM as test concentration; values of inactives mirror those of a sister screen read the other way
#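 System: Mouse IAP enzyme | Also added: CDP-Star substrate | Dosing: Compounds dispensed in DMSO | Schedule: 30 min enzyme-substrate-compound incubation at room temperature | Technique: Chemiluminescence readout | Control set: DMSO-only wells and no-enzyme negative control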
# SENP1 inh = inhibitors of human SENP1 SUMO protease catalytic domain. Q9P0U3. recombinant SENP1 catalytic domain, CyPet-SUMO1-YPet FRET cleavage. inhibition, % at 10 µM. hit rate 0.21% among 360,000;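 active = inhibition at least 30% at 10 µM, raw YFP signal under a set limit, fluorescence ratio 0.5 to 1.5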;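 note: 0% = enzyme with DMSO and 100% = no enzyme wells; some results filed as inactive read as strong as hits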
# Target sequence (Q9P0U3 419-644 limits assumed): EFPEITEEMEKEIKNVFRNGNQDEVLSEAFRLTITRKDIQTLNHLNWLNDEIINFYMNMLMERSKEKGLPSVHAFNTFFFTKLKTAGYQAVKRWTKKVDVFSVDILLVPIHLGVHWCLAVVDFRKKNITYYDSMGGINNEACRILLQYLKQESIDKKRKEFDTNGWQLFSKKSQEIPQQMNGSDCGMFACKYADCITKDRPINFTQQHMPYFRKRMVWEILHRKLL
#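 Assay system: hSENP1 catalytic domain, recombinant. Amount: SENP1 enzyme, 20 pM final. Schedule: 50 min reaction, RT, dark. Technique: FRET, CFP and YFP emission. Control set: no-enzyme wells low, DMSO-plus-enzyme wells high control.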
# * hit, by the source's call; x = not tested or not shown. Only part of the results is shown. The share of hits here may be higher or lower than overall.
compound	MIN6 prolif	A3A deaminase	hIAP block	hIAP act	NLRP3 yeast inh	mIAP inh	A3G deaminase	mIAP act	SENP1 inh
COc1ccc(CNS(=O)(=O)c2ccc(NC(=O)N3CCCCC3)cc2)cc1	2	-1	-1	1	12	0	-4	1	3
O=C(CN(Cc1ccc(F)cc1)C(=O)CNS(=O)(=O)c1ccccc1)NCC1CCCO1 (stereo not given)	-1	-1	10	0.9	4	8	-4	0.92	0
COc1ccc(S(=O)(=O)n2nc(OC(=O)c3ccccc3Br)cc2N)cc1	-2	1	9	0.91	5	-4	1	1	4
CCOc1ccccc1C(=O)Nc1cc(=O)n(C)c(=O)n1C	1	2	-2	1	7	-13	-4	1.1	0
COc1ccc(S(=O)(=O)NCCSC(C)(C)C)cc1Cl	3	-4	16	0.84	22	2	-8	0.98	1
COc1cc(S(=O)(=O)N2CCN(Cc3ccccc3)CC2)ccc1Br	1	-2	-14	1.1	18	7	-5	0.93	0
Cc1cc(C)nc(NC(=O)CSc2nc3ccccc3o2)n1	-2	7	2	0.98	-1	0	1	1	-5
O=C1C2CCCN2c2ccc(S(=O)(=O)N3CCOCC3)cc2N1Cc1cccc(C(F)(F)F)c1 (stereo not given)	-3	-5	-8	1.1	8	-9	-9	1.1	x
COC(=O)CN1C(=O)Nc2ccc(Br)cc2C1c1ccccc1 (stereo not given)	-1	2	-9	1.1	14	-4	1	1	-3
O=C1CC(N2CCOCC2)C(=O)N1c1cc(Cl)cc(Cl)c1 (stereo not given)	-1	1	14	0.86	9	4	-3	0.96	-1
CN(C(=O)c1ccncc1)c1nnc(-c2ccncc2)s1	-2	-3	-20	1.2	1	-17	-5	1.2	2
CCOc1ccc(S(=O)(=O)N2CCC(C(=O)NCc3ccccn3)CC2)cc1Cl	0	-1	-11	1.1	16	-1	-9	1	2
COc1ccc(CNC(=O)c2cc(C3CC3)on2)cc1	-1	-1	-19	1.2	3	-6	-6	1.1	1
Cc1ccc(NC(=O)C2CCCN(c3nccc(C)n3)C2)c(C)c1 (stereo not given)	-2	-1	-5	1	24	-9	9	1.1	0
Cc1ccc(Nc2ccc(S(=O)(=O)N3CCOCC3)cc2[N+](=O)[O-])c(C)c1	-3	2	14	0.86	19	15	0	0.85	5
O=C(Nc1ccc(C(F)(F)F)cc1)C1CCCCN1S(=O)(=O)c1ccccc1 (stereo not given)	-6	-3	-5	1	14	-31	-6	1.3	-3
CCOC(=O)c1c(C)[nH]c(C(=O)CN(C)CC(=O)Nc2ccccc2C(F)(F)F)c1C	2	-5	8	0.92	13	4	-11	0.96	0
COc1ccccc1Nc1nnc(SCC(=O)c2cc(C)n(CC3CCCO3)c2C)s1 (stereo not given)	8	-21	-15	1.2	15	4	-5	0.96	1
O=C(c1ccc(Cl)cc1)c1ccc(OCC(=O)N2CCOCC2)cc1	1	-1	6	0.94	5	0	-2	1	-1
O=C(OCC(=O)N1CCCC1=O)C1COc2ccccc2O1 (stereo not given)	2	-5	-9	1.1	3	-7	-5	1.1	2
CC(=O)OC(C(=O)NC1CCCCC1)c1ccncc1 (stereo not given)	-1	-3	10	0.9	8	2	-8	0.98	0
N#Cc1cn(-c2ccccc2)nc1-c1ccco1	1	-3	-2	1	18	4	-7	0.96	-3
CC1Cc2ccccc2N1C(=O)COC(=O)c1ccc(S(=O)(=O)N(C)C)cc1 (stereo not given)	1	0	6	0.94	7	16	-10	0.84	0
Nn1c(SCC(=O)NC2CCCc3ccccc32)nnc1-c1cccs1 (stereo not given)	5	-1	-5	1.1	17	-3	-2	1	2
O=C(NCCOC(=O)c1ccc(F)cc1)c1ccc(F)cc1	-2	-3	-6	1.1	14	2	-8	0.98	1
CCOc1ccc(-n2c(=O)[nH]cc(C(=O)Nc3ccc(OC)c(OC)c3)c2=O)cc1	1	4	5	0.95	3	6	-2	0.94	3
O=C1CC(N2CCN(C/C=C/c3ccccc3)CC2)C(=O)N1Cc1ccc(N2CCCC2=O)cc1 (stereo not given)	-2	0	-6	1.1	7	-4	-7	1	-1
Clc1ccc(-c2n[nH]c3c2CCC3)c(Cl)c1	0	-2	-12	1.1	18	-6	-8	1.1	0
COc1ccc(NC(=O)c2ccc3c(c2)NC(=O)CS3)cc1	-2	39	13	0.87	12	-8	3	1.1	2
CCOC(=O)N1CCN(S(=O)(=O)c2ccc(C(=O)Nc3ccc4c(c3)C(=O)NC4=O)cc2)CC1	0	4	-23	1.2	25	13	1	0.87	1
O=C(Nc1nnc(C2CC2)s1)c1cccc(S(=O)(=O)N2CC(c3ccccc3)CC2=O)c1 (stereo not given)	-2	-2	-6	1.1	4	-1	-7	1	1
COc1ccc(CCNC(=O)C2CC(=O)N(c3ccccc3)C2)cc1OC (stereo not given)	3	0	9	0.91	-5	-1	-2	1	0
Cc1cc(C)c(S(C)(=O)=O)c(Oc2cccc(Cl)c2)n1	-1	0	-17	1.2	-1	-6	-5	1.1	3
CCNC(=S)NNC(=O)c1cc(-c2cccc(OCC)c2)nc2ccccc12	3	-2	12	0.88	7	10	-7	0.9	3
COC(=O)c1cn[nH]c1NC(=S)Nc1ccc(C)cc1Cl	2	2	-54	1.5	11	9	1	0.91	1
Cc1ccc(NC(=O)Cn2c(=S)[nH]c3ccccc32)cc1	-2	-4	-32	1.3	9	-10	11	1.1	0
CCOc1ccccc1N1CCN(S(=O)(=O)c2cccs2)CC1	3	-3	8	0.92	30	9	-6	0.91	2
CC(C)c1c(C#N)c(N)nc(SCC(=O)c2cc3ccccc3oc2=O)c1C#N	-2	2	2	0.98	-7	17	-1	0.83	2
C=CCNC(=O)Cn1c(=O)c2c(ncn2CCC(C)C)n(Cc2ccccc2)c1=O	0	-3	-11	1.1	29	-3	-8	1	0
CCOC(=O)CN(C(=O)CN1CCOCC1)c1ccc(Br)cc1	4	0	8	0.92	0	8	-4	0.92	2
COCCn1c(C)cc(C(=O)CSc2cc(C)c3ccccc3n2)c1C	0	-2	-2	1	-3	12	-5	0.88	-1
COc1ccccc1NC(=O)c1ccc(NC(=O)CSc2nnnn2C)cc1	-2	-1	6	0.94	7	4	-2	0.96	0
O=C1c2cccc3c(N4CCCCC4)ccc(c23)C(=O)N1c1cccc(O)c1	-6	-13	7	0.93	-2	-3	-31	1	-26
O=C(N/N=C\c1cc2c(cc1Cl)OCO2)c1cccs1	3	17	23	0.77	19	4	-2	0.96	1
C=CCn1c(Br)nc2c1c(=O)n(C)c(=O)n2C	2	-4	10	0.9	0	-2	-10	1	1
Cc1ccc(S(=O)(=O)Nc2ccc(-c3ccc4nncn4n3)cc2)cc1	-2	17	-3	1	17	-10	2	1.1	7
CCOc1ccc(NC(=O)Cc2c(O)c3ccccc3[nH]c2=O)cc1	0	-3	-20	1.2	25	-4	-5	1	-4
CN1CCN(NC(=O)NC2CCCCC2)CC1	3	-3	16	0.84	3	8	-4	0.92	1
CSc1ccc(/C=C/C(=O)OCC(=O)N(C)CCC#N)cc1	-1	-5	-27	1.3	23	-8	0	1.1	0
CCOC(=O)c1ccc(-n2ccnc2)c(NC(=O)c2ccc(C(C)(C)C)cc2)c1	-2	3	10	0.9	11	-3	1	1	1
O=C(O)[C@H](Cc1ccccc1)N1C(=O)c2c(Cl)c(Cl)c(Cl)c(Cl)c2C1=O	-7	3	-1	1	2	-2	-1	1	1
CCOC(=O)c1c(C)oc(NC(=O)COc2ccc(Cl)cc2C)c1C#N	0	1	3	0.97	23	5	-1	0.95	-5
CCOc1ccc(N2C(=O)CC(N3CC(C)OC(C)C3)C2=O)cc1 (stereo not given)	0	-3	12	0.88	0	4	-5	0.96	4
COc1cc(N2CN=c3s/c(=C\c4ccccn4)c(=O)n3C2)cc(OC)c1OC	-2	-4	-10	1.1	6	5	-7	0.95	4
O=C(OCCOc1ccccc1)c1cccc(S(=O)(=O)N2CCOCC2)c1	1	-2	16	0.84	27	6	-5	0.94	3
CCCOc1ccc(Cn2cnc3ccccc32)cc1	-6	1	14	0.86	43	-2	-5	1	0
COCc1nc(-c2cc(OC)c(OC)c(OC)c2)no1	-1	-3	2	0.98	-2	2	-5	0.98	-2
Cc1snc(SCC(=O)N/N=C(\N)COc2ccc(F)cc2)c1C#N	2	2	-4	1	19	8	0	0.92	2
Cc1c(CCO)c(=O)oc2n[nH]c(-c3ccccc3)c12	-1	-3	-6	1.1	1	6	-5	0.94	-3
COc1ccc(N2C(=O)CC(Sc3ccccc3C(=O)O)C2=O)c([N+](=O)[O-])c1 (stereo not given)	2	-2	-4	1	10	1	-8	0.99	1

# Random excerpt: 2 entries already listed, in no set order.
compound	MIN6 prolif	A3A deaminase	hIAP block	hIAP act	NLRP3 yeast inh	mIAP inh	A3G deaminase	mIAP act	SENP1 inh
CCOc1ccc(-n2c(=O)[nH]cc(C(=O)Nc3ccc(OC)c(OC)c3)c2=O)cc1	1	4	5	0.95	3	6	-2	0.94	3
CCOc1ccc(NC(=O)Cc2c(O)c3ccccc3[nH]c2=O)cc1	0	-3	-20	1.2	25	-4	-5	1	-4

# Continuation.
compound	MIN6 prolif	A3A deaminase	hIAP block	hIAP act	NLRP3 yeast inh	mIAP inh	A3G deaminase	mIAP act	SENP1 inh
Cn1ncc(Oc2ccc([N+](=O)[O-])cc2)c(Cl)c1=O	-2	-3	-29	1.3	-10	-17	2	1.2	3
COc1cccc(-c2ccc3ncnc(NCc4ccc5c(c4)OCO5)c3c2)c1	-5	-1	-8	1.1	14	-9	0	1.1	-1
COc1cccc(NC(=O)CN(C)C(=O)c2ccccc2OCc2c(C)noc2C)c1	0	2	-12	1.1	14	3	-8	0.97	-1
Cn1c(=O)c2sccc2n2c(CCCC(=O)NC3CCN(Cc4ccccc4)CC3)nnc12	-3	-3	-23	1.2	4	-8	-3	1.1	2
COc1ccc(CN2CCN(CC3CC3)CC2CCO)c(C)c1C (stereo not given)	-2	-1	-17	1.2	1	-3	-1	1	0
COc1ccc(C(=O)Nc2ccc3nc4n(c(=O)c3c2)CCCC4)cc1[N+](=O)[O-]	-1	-3	-9	1.1	3	-12	-6	1.1	x
Cc1cc(C(=O)Nc2sc(C)c(C)c2C#N)c(C)o1	-1	-8	6	0.94	4	-6	-7	1.1	-9
O=C(COc1ccc(S(=O)(=O)N2CCOCC2)cc1)N1CCOCC1	0	-3	3	0.97	3	-18	-7	1.2	1
CCc1ccccc1NC(=O)CCCSc1nc2ccccc2s1	-4	-2	13	0.87	16	-2	-6	1	0
O=C(OCCN1C(=O)CCC1=O)c1ccc(S(=O)(=O)N2CCCCC2)cc1	-1	-2	-11	1.1	19	-2	-5	1	2
CN1CCN(S(=O)(=O)c2cccc(C(=O)N3CCc4ccccc43)c2)CC1	3	-1	11	0.89	10	6	-6	0.94	1
COc1ccc(S(=O)(=O)N2CCOCC2)cc1NC(=O)CSc1cccc[n+]1[O-]	1	26	0	1	5	7	-4	0.93	4
